Screens: PubChem BioAssay, National Center for Advancing Translational Sciences (NCATS)
Pol eta inh: qHTS for Inhibitors of Polymerase Eta. recombinant Pol eta, fluorescent DNA replication assay. Potency, µM (series often up to 114 µM), without a hit: at the top dose activity change, negative = inhibition, actives largely listed as inhibitors. DNA polymerase eta (Homo sapiens), Q9Y253. 390,000 tested, 1.2% active. AID 588591, 2011; also: potency is read from the fitted curve at half-maximal effect; % is scaled to controls: 0 for no effect and ±100 for the full control effect
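Pol eta at 10 nM preincubated with compounds 15 min at room temperature; reaction started with fluorescent substrate (50 nM final) and read kinetically at 0 and 10 min.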
Anesthetic bind: qHTS Assay for Identification of Novel General Anesthetics | apoferritin/1-aminoanthracene competitive binding, fluorescence | Potency, µM (series often up to 77.5 µM), without a hit: top-dose activity change, negative = displacement, usual class: inhibitors | 350,000 tested, 0.074% active | AID 485281, 2010; also: potency is read from the fitted curve at half-maximal effect; % is scaled to controls: 0 for no effect and ±100 for the full control effect; nearly all actives have a fitted effect of over 20% in size
Target sequence (P02791 2-175 limits assumed): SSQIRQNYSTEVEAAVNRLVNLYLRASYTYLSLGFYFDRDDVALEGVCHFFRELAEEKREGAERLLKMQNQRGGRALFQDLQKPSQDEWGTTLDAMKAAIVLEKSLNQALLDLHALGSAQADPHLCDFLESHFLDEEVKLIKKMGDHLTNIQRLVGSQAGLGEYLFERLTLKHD
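Apoferritin-based anesthetic binding model; compound displacement of fluorescent 1-AMA measured as endpoint fluorescence after 10 minutes at room temperature, scaled to free-ligand and complex controls.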
POLB inh: qHTS Assay for Inhibitors of DNA Polymerase Beta. P06746. Pol beta primer extension/strand displacement, fluorescence kinetic. Potency, µM (doses to about 114 µM), without a hit: at the highest dose activity change, negative = inhibition, most hits filed as inhibitors. 340,000 tested, 1.3% active. AID 485314, 2010; also: potency is read from the fitted curve at half-maximal effect; % is scaled to controls: 0 for no effect and ±100 for the full control effect
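Pol beta (10 nM) and compounds were preincubated 15 min at room temperature, then 50 nM substrate (final) started primer extension/strand displacement. Reads were taken at 0 and 10 min; concentration-response data were fitted to a four-parameter Hill equation.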
APEX1 inh: qHTS Assay for Inhibitors of the Human Apurinic/apyrimidinic Endonuclease 1 (APE1). DNA repair nuclease/redox regulator APEX1 (Homo sapiens), P27695. recombinant APE1, TAMRA/BHQ-2 abasic DNA cleavage fluorescence. Potency, µM (top dose mostly 65.8 µM), inactives show top-dose activity change, negative = inhibition, actives largely listed as inhibitors. 350,000 tested, 0.35% active. AID 2517, 2012;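 also: potency is read from the fitted curve at half-maximal effect; plate controls were vehicle for no effect and reference inhibitor for full effect; nearly all actives have a fitted effect of over 55% in size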
Target sequence (P27695 whole entry, looked up): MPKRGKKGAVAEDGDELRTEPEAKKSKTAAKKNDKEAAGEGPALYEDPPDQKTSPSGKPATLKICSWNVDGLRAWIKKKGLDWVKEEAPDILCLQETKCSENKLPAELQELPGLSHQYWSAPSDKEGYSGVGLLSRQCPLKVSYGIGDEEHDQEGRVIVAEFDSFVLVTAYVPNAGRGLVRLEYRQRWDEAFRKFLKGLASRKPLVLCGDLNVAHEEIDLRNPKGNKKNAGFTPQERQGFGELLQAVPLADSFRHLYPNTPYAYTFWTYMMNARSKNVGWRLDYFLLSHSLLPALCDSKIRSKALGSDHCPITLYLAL
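Readout is kinetic fluorescence (ex 525, em 598 nm) from cleavage of 50 nM TAMRA/BHQ-2 THF abasic duplex by 0.75 nM APE1, compound added 15 min beforehand at RT.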
BLM inh: qHTS Assay for Inhibitors of Bloom's syndrome helicase (BLM). 350,000 tested, 0.2% active. AID 2528, 2010. recombinant BLM DNA unwinding, fluorescence dequenching. Potency, µM (series often up to 56.1 µM), inactives show top-dose activity change, negative = inhibition, actives largely listed as inhibitors;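 also: potency is read from the fitted curve at half-maximal effect; plate controls were vehicle for no effect and no enzyme for full effect; nearly all actives have a fitted effect of over 35% in size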
GRP78 ERSR act: qHTS for Inducers of the Endoplasmic Reticulum Stress Response (ERSR) in Human Glioma: qHTS; U87-MG GRP78 promoter luciferase reporter, 16 h; Potency, µM, without a hit: at the highest dose activation, most hits filed as activators; 420,000 tested, 0.02% active; also: potency is read from the fitted curve at half-maximal effect; series mostly up to about 76 µM; % of control where 0% means no effect; nearly all actives have a fitted effect of over 35% in size
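Stably transfected U87-MG human glioma cells carrying a GRP78-based luminescent sensor were seeded at 1000 cells/well, pin-dosed with compounds and incubated 16 h. Luciferase reagent was then added, and end-point luminescence was read after 10 min at room temperature.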
LDHA block: qHTS assay for inhibitors of human lactate dehydrogenase; L-lactate dehydrogenase A chain (Homo sapiens), P00338; purified LDHA, NADH/diaphorase-resazurin fluorescence; hits give low values; activity change, % (values are at about 110 or 230 µM); 480,000 tested, 0.15% active; AID 1347041, 2019; in the data active = activity change below about -30%; inconclusive = mostly about -25% to -30%;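 also: plate controls were DMSO wells for no effect and wells without enzyme for full effect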
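Human LDH5 at 2 nM final in Tris HCl pH 7.4 with 0.06 mM NADH and 0.2 mM pyruvate, reacted 5 minutes at room temperature. Remaining NADH coupled via diaphorase/resazurin; resorufin fluorescence read at 0 and 20 minutes, normalized to enzyme-free and DMSO wells.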
POLI inh: qHTS for Inhibitors of Polymerase Iota; Pol iota fluorescent replication assay, 10 min; Potency, µM (series often up to 115 µM), for the others: at the top dose activity, negative = inhibition, actives largely listed as inhibitors; 390,000 tested, 1% active; AID 588590, 2011; also: potency is read from the fitted curve at half-maximal effect
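Fluorescent replication assay read twice, at 0 min and 10 min after adding 50 nM (final) substrate. Enzyme (10 nM) and compounds were first incubated 15 min at room temperature; enzyme-free buffer wells were negative controls.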
Pol kappa inh: qHTS for Inhibitors of Polymerase Kappa | DNA polymerase kappa (Homo sapiens), Q9UBT6 | purified Pol kappa, fluorescent DNA synthesis assay, 10 min | Potency, µM (highest dose often 107 µM), inactives show top-dose activity, negative = inhibition, actives largely listed as inhibitors | 400,000 tested, 0.53% active | AID 588579, 2011; also: potency is read from the fitted curve at half-maximal effect; % is scaled to controls: 0 for no effect and ±100 for the full control effect
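Inhibition of 10 nM Pol kappa is measured by a fluorescent read-out at 0 and 10 min following addition of 50 nM substrate (final), with a 15-min room-temperature compound preincubation.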
The depositor's hits bear a star; ? = inconclusive; / = no result given; & = joins results of further samples; [ ] = another dose, or the depositor's remark. Unless noted, calls follow the shape of the dose curve; as a rule, active = well fitted curve in the direction sought with a large enough effect; inconclusive = small, poorly fitted or top-dose-only effect, or another doubt; inactive = no such curve, though single readings can be large; an effect the other way counts as inactive or inconclusive. The list is partial; count on the stated rates, not on these rows.

SMILES	Pol eta inh	Anesthetic bind	POLB inh	APEX1 inh	BLM inh	GRP78 ERSR act	LDHA block	POLI inh	Pol kappa inh
CCC(NC(=O)Nc1cc(OC)c(OC)c(OC)c1)(C(F)(F)F)C(F)(F)F	-3%	-19%	17%	-10%	-7%	1%	3	14%	-8%
Cc1cc(C)c2c(c1)c(C)cc1nnc(SCc3ccccc3C#N)n12	-15%	-5%	-15%	/	0%	-4%	-9	13%	-5%
COc1ccc(OC)c(NC(=O)c2c(NCc3ccc(OC)c(OC)c3)sc3c2CCC3)c1	-25%	-7%	0%	/	-1%	14%	4	1%	-18%[60.1 µM]
COC(=O)c1ccc(CSc2ccc3nnc(-c4cccc(F)c4)n3n2)o1	-13%	-2%	2%	1%	-2%	-4%	-4	-46%	-5%
Cc1c(C(=O)O)cccc1[N+](=O)[O-]	-9%	/	/	-8%&1%	/	-5%	-3	-18%	0%
CCCCOC(=O)c1ccc(NC(=O)C(=O)NCc2cccnc2)cc1	-6%	-2%	0%	8%	-9%	-2%	-4	27%	3%
CN1CCN(S(=O)(=O)c2ccc(N(C)Cc3cccs3)nc2)CC1	-6%	-10%	-1%	16%	-2%	-6%	-3	11%	-12%
Cc1cc2cccc(C)c2nc1SCC(=O)NC1CCCCC1	-13%	1%	?	46%[activator]	-3%	0%	-13	18%	-11%
Cc1noc(C)c1C(=O)OCC(=O)Nc1ccc(S(N)(=O)=O)cc1	-16%	/	/	-1%	/	-1%	-2	-18%	-15%
CCCCCCCCC(=O)NC(NC(=S)N1CCOCC1)C(Cl)(Cl)Cl (centres undefined)	-11%	-22%	-1%	8%	-4%	0%	2	10%	-8%
O=C1C2CCCN2C(=O)N1CCN1CCN(CCO)CC1 (centres undefined)	-13%	3%	7%	3%	2%	-3%	-3	3%	-2%
CC(C)NC(=O)CCCN1C(=O)CCn2nc(-c3cccn3C)cc21	-13%	10%	20%	/	0%	-3%	-10	8%	-4%[60.1 µM]
Nc1c(-c2ccc(Cl)cc2)cnc2ncnn12	-11%	-6%	?	-3%	3%	-4%	-3	36%[activator]	3%
COc1cc(/C=C/[N+](=O)[O-])ccc1OC(=O)/C=C/c1ccc(F)cc1	-14%	-16%	-14%	-11%	-11%	-4%	-7	171%[activator]	-15%
Cc1cc(C)c2c(N)c(C(=O)N/N=C/c3ccccc3)sc2n1	-9%	-4%	10%	-9%	-1%	3%	0	-13%	8%
CC(C)COCC(CN(Cc1ccccc1)c1ccccc1)N1CCCC1 (centres undefined)	-5%	3%&-12%	-20%[57.1 µM]	-9%&-4%&2%&2%&-2%	7%&4%&-12%	-1%&3%&-5%&0%&-12%	-9&2	?	11%[60.1 µM]
CC(c1ccc(Br)cc1)N1CC23C=CC(O2)C(C(=O)O)C3C1=O (centres undefined)	-10%	-4%	2%	-18%	1%	-3%	-4	41%[activator]	-3%
Cc1cc(NC(=O)COC(=O)CSCc2ccc(Cl)c(Cl)c2)no1	-16%	-8%	4%	-5%	-10%	-3%	-5	19%	-7%
Cc1cc(C)c(S(=O)(=O)c2cccc(Br)c2C)c(Cl)n1	-9%	-7%	20%	16%	-4%	-8%	1	7%	-3%
C=CCNC(=O)c1ccccc1NS(=O)(=O)c1ccc(SC)cc1	-4%	-12%	-4%	0%	-1%	-4%	3	?	-9%

Continued; it opens with the 2 that closed the last part.
SMILES	Pol eta inh	Anesthetic bind	POLB inh	APEX1 inh	BLM inh	GRP78 ERSR act	LDHA block	POLI inh	Pol kappa inh
Cc1cc(C)c(S(=O)(=O)c2cccc(Br)c2C)c(Cl)n1	-9%	-7%	20%	16%	-4%	-8%	1	7%	-3%
C=CCNC(=O)c1ccccc1NS(=O)(=O)c1ccc(SC)cc1	-4%	-12%	-4%	0%	-1%	-4%	3	?	-9%
Nc1ccc(-n2nnnc2-c2ccco2)cc1	-17%	-9%	49%	-3%	-3%	-5%	-1	-1%	-3%
CCc1cc(C(=O)N2CCCC(C(=O)c3ccc(C(F)(F)F)cc3)C2)n(C)n1 (centres undefined)	-1%	-23%	15%	4%	-5%	3%	1	16%	4%
CCOc1ccc2oc(C(=O)N3CCN(c4ccccn4)CC3)c(C)c2c1	20µM*	-17%	?	-13%	-17%	4%	1	?	-9%
CCc1ccc(/C=C(/C#N)C(N)=S)s1	0%	-20%	4%	-7%	-7%	-2%	-6	-13%	-9%
Cc1ccc(NC(=O)CS(=O)Cc2nc(-c3ccc(C)cc3)oc2C)cc1 (centres undefined)	-14%	?	0%	-5%	-13%	-1%	2	-25%	7%
CC1CN(c2nc3ccccn3c(=O)c2C=O)CC(C)O1 (centres undefined)	-8%	-12%	31%	-1%	-2%	-1%	-11	-3%	-6%
COc1cccc(Cn2cnc3c(NS(=O)(=O)c4cc(Cl)ccc4Cl)c(C)c(C)cc32)c1	-17%	10%	-26%	-4%	-3%	-2%	-2	24%	-13%
NCCN1C(=O)S/C(=C\c2ccc3c(c2)OCO3)C1=O	2%	-7%	32%	28%	1%	-13%	1	2%	8%
O=C(CN1C(=O)c2ccccc2C1=O)Nc1cccc(O)c1	-7%	-11%	-4%	2%	-10%	-3%	-4	138%[activator]	0%
O=C(Cn1cnc2nc3n(c2c1=O)CCC3)NCc1ccccc1	-15%	5%	18%	0%	-2%	0%	-6	25%	0%
COc1cccc2c1OC1(C)CC2NC(=O)N1 (centres undefined)	-1%	-5%	7%	5%	-4%	-2%	6	13%	-14%
CCN(CC)C(=S)SC1CCCCN(C(=O)c2ccc(F)cc2)C1=O (centres undefined)	-24%	-23%	0%	-5%	-9%	-6%	2	152%[activator]	-7%
CCOC(=O)Cc1csc(NC(=O)COc2ccccc2OCC)n1	1%	-12%	6%	-4%	-9%	-2%	0	23%	-17%
CCOc1ccc(S(=O)(=O)NCCC(=O)NCc2ccc(OC)c(OC)c2)cc1	-18%	/	/	2%	/	-4%	0	37%[activator]	3%
Cc1ccc2cc(C(c3nnnn3C3CCCC3)N3CCOCC3)c(=O)[nH]c2c1C (centres undefined)	-6%	-12%	6%	-1%	-2%	0%	1	6%	-7%
COc1ccccc1N1CCN(CCCC(=O)c2ccc(F)cc2)CC1	-4%	-12%	?	3%	4%	-5%	-1	-2%	5%[19.4 µM]
Cc1[nH]c2ccccc2c1CC(=O)O	-14%	35%[activator]	-11%	-2%	-3%	-4%	8	14%	-2%
Cc1cc(C(=O)OCC(=O)Nc2ccccc2C)c(C)o1	-11%	/	/	15%	/	-2%	-2	3%	-14%
CC(=O)Nc1nc2ccccc2n1Cc1ccc(C)cc1	5%	-9%	-10%	0%	-2%	-1%	-1	9%	-17%
CCCCCCCCCCCCCCCC(=O)C(F)(F)F	/	/	/	-5%	-6%	-3%	/	/	-8%[19.4 µM]
COC(=O)c1ccc(C)c(-n2c(C)cc(C=O)c2C)c1	3%	-2%	-2%	3%	-3%	-5%	-4	10%	-13%
Cc1cc(C)c(NC(=O)CN(C2CCCCC2)C2CCCCC2)c(C)c1	-3%	-8%	15%	4%	0%	-3%	-3	8%	-10%
Cc1[nH]n(-c2ccccc2)c(=O)c1C(c1ccccc1C(=O)O)c1c(C)[nH]n(-c2ccccc2)c1=O	-6%	-1%	2%	4%	-3%	-2%	-5	-7%	2%
CCC1=NN(C(=O)COc2ccccc2C)C(O)(c2ccncc2)C1 (centres undefined)	-13%	-8%	39%	-7%	-5%	-6%	-4	13%	-14%
COc1cccc(CN(C)C(=O)c2cccc(S(=O)(=O)N3CCN(Cc4ccccc4)CC3)c2)c1OC	-18%	/	/	41%	/	-3%	0	10%	-2%
O=C(c1ccc([N+](=O)[O-])s1)N1CCN(c2ccccc2)CC1	-28%	-8%	8%	16%	2%	0%	2	16%	-5%
Cc1c(NC(=O)CSCc2ccco2)c(=O)n(-c2ccccc2)n1C	-9%	-1%	6%	83%[activator]	-1%	-2%	-5	37%[activator]	-1%
CCn1c(C)nc2cc(S(=O)(=O)N3CCCCC3)ccc21	0%	-16%	4%	-1%	-2%	-4%	-11	5%	-5%
CNC(=S)N(Cc1ccc(OC)cc1)C1CC(=O)N(c2ccc(C(=O)OC)cc2)C1=O (centres undefined)	/	0%	5%[57.1 µM]	-1%	4%	/	/	/	/
Cc1ccc(-c2cc(C(=O)NCc3cnn(C)c3)c3cc(Br)ccc3n2)cc1	79µM*	?	-2%&7%	1%	-12%&-14%	0%&-2%	0&3	-29%&179%	-7%&4%
CCOc1ccc(NCC(=O)Nc2ccc(Cl)cc2C)cc1	-25%	-18%	5%	-6%	-4%	-4%	10	28%	-22%
Brc1cccc(-c2nnc(-c3ccccc3)o2)c1	5%	5%	-14%	-7%	-3%	-6%	-1	2%	-14%
Cc1nc(N2CCOCC2)c(C#N)c2c1COC(C)(C)C2	-10%	-2%	-2%	5%	1%	-1%	3	8%	-1%
Cc1cc(F)ccc1NCc1cc2c(cc1[N+](=O)[O-])OCO2	-20%	?	-12%	-1%	-9%	-3%	10	?	-7%
O=C(NCc1ccccc1Cl)c1cc2ccccc2o1	-17%	1%	0%	/	1%	2%	-2	6%	2%
O=C(Nc1ccc(Br)cc1)C1Cc2ccccc2O/C1=N\O (centres undefined)	-5%	13%	-19%	59%[activator]	-7%	-3%	-7	13%	4%
COC(c1ccccc1)c1nnc(CCC(=O)NCCCc2ccccc2)o1 (centres undefined)	-6%	-5%	-25%	-3%	-1%	2%	-2	6%	1%
C=CC(=O)NCc1ccc(-c2csnn2)cc1	-12%	-4%	2%	-5%	-2%	-4%	-2	-5%[58.9 µM]	-7%
